ROC1-CUL1 inh – inhibitors of human ROC1-CUL1 ubiquitin ligase activity; in vitro K48 di-Ub FRET, acceptor:donor ratio, 45 min; inhibition, % at 10 µM; E3 ubiquitin-protein ligase RBX1 (Homo sapiens) + Cullin-1 (Homo sapiens), P62877+Q13616; 140,000 tested, 0.6% active; AID 1347404, 2020; in the data active = inhibition above about 25%
Target sequence (P62877 whole entry, looked up): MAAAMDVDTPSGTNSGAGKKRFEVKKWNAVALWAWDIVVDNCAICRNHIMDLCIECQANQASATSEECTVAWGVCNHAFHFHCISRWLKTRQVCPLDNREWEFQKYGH
Target sequence (Q13616 whole entry, looked up): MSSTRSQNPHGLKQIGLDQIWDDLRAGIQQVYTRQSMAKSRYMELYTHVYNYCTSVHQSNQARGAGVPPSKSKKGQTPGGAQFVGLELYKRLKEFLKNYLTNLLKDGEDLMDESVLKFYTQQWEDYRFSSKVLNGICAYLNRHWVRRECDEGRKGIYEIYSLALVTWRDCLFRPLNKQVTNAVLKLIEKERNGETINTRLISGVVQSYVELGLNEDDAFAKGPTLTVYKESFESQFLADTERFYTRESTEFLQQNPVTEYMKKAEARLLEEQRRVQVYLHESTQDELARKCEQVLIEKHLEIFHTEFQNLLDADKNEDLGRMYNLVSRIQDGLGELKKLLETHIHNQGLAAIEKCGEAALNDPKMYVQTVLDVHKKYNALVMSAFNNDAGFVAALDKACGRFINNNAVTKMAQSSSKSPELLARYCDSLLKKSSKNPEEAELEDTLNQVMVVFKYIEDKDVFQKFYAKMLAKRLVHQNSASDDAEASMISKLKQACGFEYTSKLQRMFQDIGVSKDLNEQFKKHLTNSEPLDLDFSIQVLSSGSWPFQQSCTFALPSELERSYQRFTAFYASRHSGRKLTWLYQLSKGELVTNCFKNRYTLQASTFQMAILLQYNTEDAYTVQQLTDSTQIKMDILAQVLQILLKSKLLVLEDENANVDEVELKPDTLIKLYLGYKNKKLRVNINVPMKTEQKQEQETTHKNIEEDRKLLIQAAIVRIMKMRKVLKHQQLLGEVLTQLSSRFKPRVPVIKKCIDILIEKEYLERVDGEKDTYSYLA
* = called active by the depositor.

cpd	compound	ROC1-CUL1 inh
1	O=C(O)CC(Cc1cccs1)C(=O)O (stereo unspecified)	-7
2	CCN1C(=O)/C(=C\N(C)C)c2ccccc21	0
3	Cc1sc2ncnc(Oc3ccc4ccccc4c3)c2c1C	-5
4	CCOc1ccccc1NC(=O)COC(=O)c1cn(CC)c2nc(C)ccc2c1=O	0
5	Cc1cc(=O)oc2c3c(c4c(c12)OC(C)(C)C=C4)OC(C)(C)C=C3	3
6	COc1cccc(-c2nnc3sc(-c4ccncc4)nn23)c1	-7
7	CN1CCN(c2cnn(Cc3c(F)cccc3C(F)(F)F)c(=O)c2)CC1	6
8	c1ccc(-c2nc3ccccc3n2Cn2c(-c3ccccc3)nc3ccccc32)cc1	-11
9	O=C(CSc1nnc(-c2cccnc2)n1-c1ccccc1)NCCCN1CCOCC1	0
10	CCOC(=O)C(C)Sc1cc(C)c2cccc(C)c2n1 (stereo unspecified)	-14
11	O=S(=O)(O)c1cccnc1Nc1c(Cl)cccc1Cl	-1
12	COc1ccccc1Oc1ncccc1CNC(=O)C1CC=CCC1 (stereo unspecified)	0
13	Cc1cccc(Cn2c(=O)n(CC3CCC(C(=O)N4CCOCC4)CC3)c(=O)c3sccc32)c1 (stereo unspecified)	4
14	O=C(COC(=O)c1ccccc1NC(=O)c1ccccc1)c1ccc(OC(=O)c2ccco2)cc1	-1
15	COc1ccc(OC)c(CCNC(=O)CCCn2c(=O)c3cccn3c3cccnc32)c1	9
16	COC(=O)Cn1c2c(c3cc(C)ccc31)CCCC2NC(C)c1ccccc1 (stereo unspecified)	-6
17	COc1cccc(-n2cc(CNC(=O)CN3Cc4ccccc4OC(c4ccccc4OC)C3)cn2)c1 (stereo unspecified)	-7
18	CCCCS(=O)(=O)N1CCN(Cc2ccco2)CC1	1
19	O=C(CN1Cc2ccccc2OC(c2ccsc2)C1)NCC1(c2ccccc2)CCOCC1 (stereo unspecified)	-9
20	Cc1ccc(NC(=O)Cc2noc3ccc(C)cc23)cc1	-7

An excerpt of these results, field by field:
(5) Cc1cc(=O)oc2c3c(c4c(c12)OC(C)(C)C=C4)OC(C)(C)C=C3
  ROC1-CUL1 inh: 3
(6) COc1cccc(-c2nnc3sc(-c4ccncc4)nn23)c1
  ROC1-CUL1 inh: -7
(7) CN1CCN(c2cnn(Cc3c(F)cccc3C(F)(F)F)c(=O)c2)CC1
  ROC1-CUL1 inh: 6

Molecules shown so far that have a furan ring, fused or not (two):
cpd	compound	ROC1-CUL1 inh
14	O=C(COC(=O)c1ccccc1NC(=O)c1ccccc1)c1ccc(OC(=O)c2ccco2)cc1	-1
18	CCCCS(=O)(=O)N1CCN(Cc2ccco2)CC1	1

(continued)
cpd	compound	ROC1-CUL1 inh
21	Cc1cccc(N=C2NC(=O)/C(=C\c3ccc(Br)cc3)S2)c1	3
22	CCC(C)Nc1oc(-c2ccc(COc3ccc(Cl)cc3)o2)nc1C#N (stereo unspecified)	0
23	O=C(CSc1nnc2[nH]c(=O)cc(-c3ccccc3)n12)Nc1cc(C(F)(F)F)ccc1Cl	-2
24	CCCOC(=O)c1c(NC(=O)CCCC(=O)O)sc2c1CCCCCCCCCC2	-2
25	O=C(Oc1ccc2c(=O)c(Oc3ccc(-c4ccccc4)cc3)c(C(F)(F)F)oc2c1)c1ccccc1Cl	-4
26	Cc1cc(C)cc(NC(=O)CSc2nncn3c2cc2occc23)c1	2
27	O=C1NC(c2ccccc2)(c2ccccc2)NO1	-1
28	O=C(CN1CCN(c2c3c(cc4c2CCC4)CCC3)CC1)c1ccccc1	-3
29	COc1ccc(NC(=O)c2ccc(C3SCC(=O)N3Cc3ccccc3)cc2)c(OC)c1 (stereo unspecified)	-1
30	Cc1sc(NC(=O)c2ccccc2)c(C(c2cccc(F)c2)N2CCOCC2)c1C (stereo unspecified)	7
31	COCCNC(=O)COc1ccc(Br)c(C)c1	-11
32	S=c1[nH]nc(-c2cccc(Cl)c2)n1CCN1CCCCC1	-1
33	CNC(=S)NC(=O)c1ccc(F)cc1	7
34	O=C(N=C(C(Sc1ccc(Cl)cc1)Sc1ccc(Cl)cc1)S(=O)(=O)c1ccccc1)c1ccc(Cl)cc1Cl	3
35	O=C(c1ccccc1)c1nc(-c2ccccc2)c(-c2ccccc2)c(-c2ccccc2)c1-c1ccccc1	-2
36	CC(SCc1ccccc1)C(=O)N1CCC(Cc2ccccc2)CC1 (stereo unspecified)	3
37	CC1CCN(S(=O)(=O)c2ccc(NC(=O)c3cccc(NC(=O)c4ccccc4)c3)cc2)CC1	0
38	CC1CC(c2ccc3ccccc3c2)CC1=O (stereo unspecified)	-6
39	O=C(COc1ccccc1Cl)Nc1nncs1	3
40	CC(Nc1ccccc1)c1cc(Cl)ccc1O (stereo unspecified)	4

Later entries:
cpd	compound	ROC1-CUL1 inh
41	N#Cc1cc(C(=O)Nc2ccccc2)n2ccccc12	0
42	CN(C)c1ccc2nc3c(=O)[nH]c(=O)[nH]c3nc2c1	-9
43	CCCC1=NN(c2ccccc2)C(=O)C1Sc1nc(-c2ccc(C)cc2)cs1 (stereo unspecified)	16
44	CC1(C)CC(=O)C2=C(C1)OC(=N)C(C#N)C2c1ccc(OCC(=O)Nc2cccc([N+](=O)[O-])c2)cc1 (stereo unspecified)	1
45	O=C(/C=C/c1ccccn1)N1CCCC(N2CCc3ccccc3C2)C1 (stereo unspecified)	-3
46	Cc1cc(NS(=O)(=O)c2ccc(NC(=O)COc3cccc(C(C)C)c3)cc2)no1	-1
47	Cc1ccccc1N=Nc1c(O)[nH]c2ccccc12	-6
48	CC(C)(C)C1CCc2c(sc(N3C(=O)C=CC3=O)c2C#N)C1 (stereo unspecified)	7
49	O=C(NCC1CCCN(C(=O)CCN2CCCO2)C1)c1ccc(F)cc1 (stereo unspecified)	4
50	COC(=O)c1cc(-c2ccccc2)nn1C	-9
51	COc1ccc(S(=O)(=O)Nc2ccc(O)c(Sc3nc4ccccc4s3)c2)cc1	-7
52	CO[C@H]1[C@H](NC(=O)c2cccs2)c2ccccc2C12CCN(Cc1nc(C(C)C)cs1)CC2	-7
53	CCOC(=O)c1ccc2c(c1)sc1nc(-c3ccc(OCC)cc3)cn12	4
54	Cc1cc(C)c(S(=O)(=O)N2CCc3ccccc3C2)cc1C	2
55	COc1ccc(C2=NC(C(F)(F)F)(C(F)(F)F)N=C3C=CC=CN32)cc1	1
56	N#CSCC(=O)N1CCCCC1	6
57	C/C=N\NC(=O)COc1cc(C)c(C)c(C)c1	-1
58	O=C(Nc1nccs1)c1cccc(NC(=O)C2CCCCC2)c1	-3
59	CCc1c(C)nc(SCCOc2ccccc2)c(C#N)c1C	-12
60	CC1CN(C(=O)CCC(=O)NCc2ccc(F)cc2)c2cc(Cl)ccc2O1 (stereo unspecified)	0

Additional structures follow:
cpd	compound	ROC1-CUL1 inh
61	CCCN1CNC(=S)N(c2ccc(F)cc2)C1	1
62	CCc1ccc(NC(=O)CSc2nccn2-c2ccc(OC)cc2)cc1	3
63	Clc1ccc(CNc2ccc(N3CCOCC3)cc2)c(Cl)c1	5
64	O=C(CCc1nc(-c2cccs2)no1)Nc1ccccc1[N+](=O)[O-]	-1
65	Cc1cc(C)c2c3c(sc2n1)C1(CCN(C)CC1)C(C#N)C(=N)O3 (stereo unspecified)	3
66	CCOC(=O)C1(Cc2ccccc2C)CCCN(C(=O)CCC(F)(F)F)C1 (stereo unspecified)	12
67	OC(COc1ccc(Br)cc1)CN1CCN(c2ccccc2)CC1 (stereo unspecified)	-17
68	CN1c2ccc3c4c(ccc(c24)N(C)C1c1ccccc1)CC3	0
69	COc1ccc(N2CCN(C(=O)Cn3ncc4c3-c3cc(C)ccc3OC4)CC2)cc1	14
70	CSCCC(NS(=O)(=O)c1ccc2c(c1)oc(=O)n2C)C(=O)N1CCN(c2cccc(Cl)c2)CC1 (stereo unspecified)	-10
71	COc1cc(NC(=O)CSc2nc(C)c(C(=O)Nc3ccccc3)c(-c3ccc(OC)c(OC)c3)c2C#N)c(OC)cc1Cl	0
72	COc1ccc(CCNC(=O)CSc2nc3ccccc3nc2Cc2ccc(Cl)cc2)cc1OC	-16
73	CCN(CCO)Cc1csc2c(Cl)cccc12	3
74	O=C(NNC(=O)c1cc(F)c(F)c(F)c1F)c1cccnc1	-2
75	Cc1nn(-c2ccc(N3CCOCC3)nn2)c(C)c1CCC(=O)Nc1ccc(F)cc1F	8
76	CSC1=NC(c2ccc(Br)cc2)C2=C(N1)/C(=C/c1ccc(Br)cc1)CCC2 (stereo unspecified)	4
77	COc1ccc(CNCCC(c2ccc3c(c2)OCO3)c2ccccc2OC)cc1 (stereo unspecified)	5
78	COCCC(=O)N1CCC(Oc2ccc(C(=O)N3CCCCO3)cc2)CC1	12
79	Cc1ccccc1CC(C1CCN(C(=O)CSc2ccccc2)CC1)N(C)C(=O)C1CCC1 (stereo unspecified)	5
80	Cc1cc(NC(=O)c2ccc(F)cc2)ccc1-c1cc2ccccc2oc1=O	2

(list continues)
cpd	compound	ROC1-CUL1 inh
81	CCCSc1nc2ccccc2c2nc(-c3cccnc3)nn12	4
82	CCOc1cc(C2C(C(=O)c3ccc(OCc4ccccc4)cc3C)C(=O)C(=O)N2CCN2CCOCC2)ccc1O (stereo unspecified)	-3
83	COc1ccc(C)cc1NC(=O)c1ccc2nc(Cc3ccccc3)oc2c1	-11
84	Cc1cc(=O)oc2cc(Oc3c(F)c(F)c4cc5c(C)nsc5nc4c3F)ccc12	-5
85	c1ccc(Oc2nnc(-c3cccs3)c3ccccc23)cc1	6
86	CC1C(=NC(=O)c2ccc(CN3CCOCC3)cc2)C(=O)N(c2ccccc2)N1C (stereo unspecified)	-1
87	CCCCC(=O)Nc1cc2nn(-c3ccc(OCC)cc3)nc2cc1C	-5
88	COc1ccc(-c2csc(NC(=O)C(C)Oc3ccc(Cl)cc3C)n2)cc1 (stereo unspecified)	0
89	COc1ccccc1Nc1nc(C2(C)CCC(=O)O2)cs1 (stereo unspecified)	-2
90	Cc1cc2c(c(=O)o1)C(c1cccc(Cl)c1Cl)C(C#N)C(=N)O2 (stereo unspecified)	-4
91	Cc1cccc(-c2nnc3sc(-c4cc(F)c(F)c(F)c4F)nn23)c1	2
92	C#CC(C)(C)OCC(O)CN1CCCC(C)C1 (stereo unspecified)	9
93	O=C(CC(O)(C(F)(F)F)C(F)(F)F)Nc1cccc(Cl)c1Cl	-6
94	CCCC(C)NS(=O)(=O)c1ccc(OC)c(C(=O)N2CCC(C)CC2)c1 (stereo unspecified)	0
95	CO[C@H]1[C@H](NC(=O)c2ccco2)c2ccccc2C12CCN(Cc1cc(C)cc(C)c1)CC2	0
96	CN(CC(=O)Nc1ccc(F)cc1)C1CCCCC1	-4
97	O=c1ccc2cc3c(-c4ccc(Cl)cc4)coc3cc2o1	-8
98	COC(c1ccc2c(c1)CN(C(=O)CCc1c(C)noc1C)CCO2)C1CCCCC1 (stereo unspecified)	3
99	CN(Cc1cn(C)nc1-c1cccc(Cl)c1)CC1COCCO1 (stereo unspecified)	-13
100	COc1ccc(CNC(=O)c2cc(-c3ccc(Br)s3)nc3ccccc23)c(OC)c1	-3

Look-ups from the entries so far:
ROC1-CUL1 inh result of COc1ccccc1Nc1nc(C2(C)CCC(=O)O2)cs1 (stereo unspecified) : -2
ROC1-CUL1 inh result of CCCSc1nc2ccccc2c2nc(-c3cccnc3)nn12 : 4

Further records follow:
cpd	compound	ROC1-CUL1 inh
101	CCOC(=O)c1ccccc1NC(=O)c1nc(SCC)ncc1Cl	-5
102	CN(C)CCCn1ccc(-c2cccc(-c3ccccc3C#N)c2)n1	-1
103	CN(Cc1ccccc1)c1nc2nonc2nc1N1CCCCO1	1
104	Cc1cccc([C@@H]2[C@@H](C(=O)C(C)(C)C)N3c4ccccc4C=C[C@@H]3C2(C#N)C#N)c1	1
105	CCC[C@H]1C[C@H]1C(=O)NCc1nc(-c2ccccc2NS(=O)(=O)Cc2ccccc2)oc1C	3
106	CCc1ccc(-n2nc3cc(C)c(NC(=O)c4cc(Cl)ccc4OC)cc3n2)cc1	-10
107	CCCSc1ncc(Cl)c(C(=O)N(Cc2cccc(Cl)c2)C2CCS(=O)(=O)C2)n1 (stereo unspecified)	-7
108	COc1ccc(CCNC(=O)CSc2cc(=O)n(C)c3ccccc23)cc1OC	2
109	CCC(=O)N1CCc2cc(S(=O)(=O)NC(CC(C)C)C(=O)Nc3cc(C)ccc3OC)ccc21 (stereo unspecified)	-4
110	CC1CN(C(=S)SC(c2ccc(F)cc2)c2ccc(F)cc2)CC(C)O1 (stereo unspecified)	-8
111	COc1cc(C2C(C(=O)Nc3ccccc3C)C(C)=Nc3ncnn32)ccc1OCC(N)=O (stereo unspecified)	-2
112	O=C1Nc2ccc(Br)cc2/C1=N\N1C(=O)c2ccccc2C1=O	2
113	CC(C)Oc1ccccc1NC(=O)c1ccccc1F	-1
114	CCCCC1(CCCC)C(=N)N(C)C(=O)N(C)C1=O	-1
115	CCOC(=O)c1nn(-c2ccccc2C(=O)O)c(N)c1C(N)=S	10
116	CCOc1ccc(/C=C/c2nc(C#N)c(N3CCCCC3)o2)cc1	-3
117	CCN(CC)S(=O)(=O)c1ccc2c(c1)N(CC(=O)Nc1ccc(C)cc1C)C(=O)C1CCCN21 (stereo unspecified)	3
118	C=CCc1ccc2ccccc2c1OCCN(C)C	1
119	CCN(CCn1cccn1)c1nncc(-c2cc3ccccc3o2)n1	0
120	O=C(/C=C/c1cccs1)c1ccc(OC(=O)c2ccc(Cl)cc2)cc1	2

Of the compounds above, four have an NH in an aromatic ring.
cpd	compound	ROC1-CUL1 inh
23	O=C(CSc1nnc2[nH]c(=O)cc(-c3ccccc3)n12)Nc1cc(C(F)(F)F)ccc1Cl	-2
32	S=c1[nH]nc(-c2cccc(Cl)c2)n1CCN1CCCCC1	-1
42	CN(C)c1ccc2nc3c(=O)[nH]c(=O)[nH]c3nc2c1	-9
47	Cc1ccccc1N=Nc1c(O)[nH]c2ccccc12	-6

(list continues)
cpd	compound	ROC1-CUL1 inh
121	CCOc1ccc(-c2cc3nc(C4CCN(C(=O)OC(C)(C)C)CC4)c(C(=O)Nc4ccc(C(=O)OC)cc4)cn3n2)cc1	-5
122	CC1(C)C=C2C(=CC([N+](=O)[O-])C3=NCCN23)C(=O)C1 (stereo unspecified)	-4
123	CCCC(C)C(=O)Nc1cccc(C)c1C (stereo unspecified)	0
124	COC(=O)C1C(C)=NC2=C(C(=O)OC2)C1c1ccncc1 (stereo unspecified)	4

These rows are one share of the data; rates above refer to the full screens.
